Assay outcomes from PubChem BioAssay.
Platelet DG rel – modulates dense granule release in human platelets; human platelet-rich plasma, SFLLRN dense granule ATP release, luminescence; 0.22% of 300,000 active; inhibition, %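 (compounds screened at 7.5 µM in platelet-rich plasma)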;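 active means mean replicate score, as percent of positive control, at or above 50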
TRPC4 agonist – opens the mouse TRPC4 cation channel; Q9QUQ5; HEK293 TRPC4beta/mu-opioid, Fluo4 calcium fluorescence; active compounds read high; B-score at 10 µM; 0.49% of 310,000 active;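 active means B-score above 5 SD of library B-scores, and initial fluorescence ratio not above library mean plus 5 SD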;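 further: positive B-score marks a calcium rise read as TRPC4 activation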
Target sequence (Q9QUQ5 whole entry, looked up): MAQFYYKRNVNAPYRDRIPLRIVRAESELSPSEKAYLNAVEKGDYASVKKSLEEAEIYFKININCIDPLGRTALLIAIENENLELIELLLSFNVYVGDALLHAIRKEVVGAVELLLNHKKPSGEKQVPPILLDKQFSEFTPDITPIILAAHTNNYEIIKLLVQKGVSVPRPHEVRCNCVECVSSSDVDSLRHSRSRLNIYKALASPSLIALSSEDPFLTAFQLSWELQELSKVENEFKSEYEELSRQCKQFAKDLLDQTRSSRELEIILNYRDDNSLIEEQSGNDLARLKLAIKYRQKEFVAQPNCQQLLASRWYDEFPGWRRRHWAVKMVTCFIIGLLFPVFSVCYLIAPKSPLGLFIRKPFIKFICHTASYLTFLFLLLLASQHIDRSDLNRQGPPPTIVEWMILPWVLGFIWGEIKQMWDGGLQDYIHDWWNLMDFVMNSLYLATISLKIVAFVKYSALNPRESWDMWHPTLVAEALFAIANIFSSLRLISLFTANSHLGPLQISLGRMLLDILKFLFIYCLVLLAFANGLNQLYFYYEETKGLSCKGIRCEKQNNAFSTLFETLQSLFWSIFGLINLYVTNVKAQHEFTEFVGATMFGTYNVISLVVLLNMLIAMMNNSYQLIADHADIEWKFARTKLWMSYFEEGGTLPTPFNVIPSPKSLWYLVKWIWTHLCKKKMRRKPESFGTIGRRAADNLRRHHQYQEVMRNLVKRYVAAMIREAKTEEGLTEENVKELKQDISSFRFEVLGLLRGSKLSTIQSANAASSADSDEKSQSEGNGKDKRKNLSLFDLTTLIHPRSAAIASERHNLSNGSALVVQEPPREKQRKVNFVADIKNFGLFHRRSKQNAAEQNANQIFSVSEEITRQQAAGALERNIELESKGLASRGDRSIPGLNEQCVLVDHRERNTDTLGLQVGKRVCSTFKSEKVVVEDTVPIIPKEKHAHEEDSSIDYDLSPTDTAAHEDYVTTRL
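Incubation: 45 min room-temperature Fluo4 loading, 110 s read / System: HEK293 cells stably co-expressing mouse TRPC4beta and mu-opioid receptor / Signal: Fluo4 fluorescence, kinetic / Control set: buffer (low) and maximal DAMGO (high) / Measure: integrated baseline-normalised fluorescence ratio, converted to per-well B score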
TRPC4 inh – TRPC4 (mouse) channel inhibition; HEK293 TRPC4beta/mu-opioid, DAMGO-evoked Fluo4 calcium flux; active compounds read low; AID 2247; B-score at 10 µM; Q9QUQ5; 0.39% of 300,000 active;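 active means B-score over 3 SD under the library average, no early fluorescence shift, positive overall ratio signal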
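Material: HEK293 cells with stable TRPC4beta plus mu-opioid receptor expression / Probe or stimulus: DAMGO in two steps, submaximal then maximal / Compound: single concentration per test compound / Technique: kinetic Fluo4 fluorescence imaging of calcium influx / Read-out: per-well B score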
hERG protect – hERG (human) protection from proarrhythmic block; Q12809; CHO-hERG, FluxOR thallium flux, dofetilide IC70 present; activation (rescue from dofetilide block), less the hit threshold, % at 10 µM; 0.51% of 310,000 active;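 active means activation above the mean of controls blocked by dofetilide plus 5 SD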;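 further: thallium influx through hERG after potassium depolarization seen as dye fluorescence rise; in these data hits start at about 4.7%; inactives centre near -7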
Dyrk1A ADPGlo – Dyrk1A (rat) kinase inhibition; Q63470; ADP-Glo luminescence, NFATc1 peptide; inhibition, % at 12.5 µM; 0.43% of 310,000 active; in the data active means inhibition above about 50%;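 further: plate controls were vehicle with enzyme for no effect and no enzyme for full effect; many of its hits are not listed in these tables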
KCNK9 inh – blocks the human KCNK9 two-pore domain potassium channel | AID 488922 | 1.2% of 310,000 active | B-score at 10 µM | HEK293 KCNK9, FluxOR thallium flux fluorescence; active compounds read low;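 active means ratio B-score over 3 SD below the library mean, with starting fluorescence within 5 SD of its mean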;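 further: negative B-score means less thallium flux so channel inhibition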
TRPC4 potent – TRPC4 (mouse) allosteric potentiation; Q9QUQ5; HEK293 TRPC4beta/mu-opioid, DAMGO EC20, Fluo-4 Ca2+ flux; active compounds read high; B-score at 10 µM; 0.42% of 310,000 active; AID 2227;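 active means B-score of calcium response area above 5 SD of library B-scores, with initial fluorescence ratio within 5 SD of library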;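 further: B-score of integrated fluorescence ratio over time as area under calcium response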
KCNK3 block – human KCNK3 channel inhibition, primary screen. O14649. CHO-KCNK3 thallium flux, FluxOR fluorescence; active compounds read low. B-score at 10 µM. 0.84% of 340,000 active;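 active means B-score under library mean minus 4 SD, starting fluorescence ratio at most library mean plus 5 SD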;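 further: more negative B-score means stronger inhibition of thallium flux through KCNK3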
KCNQ1 pot – human KCNQ1 channel potentiation or activation | AID 2648 | CHO-K1 KCNQ1, thallium flux FluxOR fluorescence; active compounds read high | 0.35% of 310,000 active | B-score at 10 µM | P51787;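 active means fluorescence ratio B-score, a plate-corrected score, at least three library SD, with initial intensity B-score within 5 SD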
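Material: CHO-K1 cells stably expressing KCNQ1. Medium: assay buffer for compound exposure, DMSO matched across wells. Reagent: K+/Tl+ depolarizing stimulus. Compound dosing: single-concentration screen. Times: 37 °C overnight plating, 90-min dark dye load, 20-min compound pretreatment. Technique: FluxOR Tl+ flux fluorescence.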
KCNQ1 inh – blocks the human KCNQ1 potassium channel. 1.3% of 310,000 active. CHO-K1 KCNQ1, FluxOR thallium flux fluorescence; active compounds read high. B-score at 10 µM;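 active means compounds whose thallium flux B-score, printed positive for inhibition, exceeds three library SD while starting fluorescence stays within three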;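 further: channel opened by potassium depolarization with thallium stimulus after 20 min compound exposure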
PolyA inh – blocks polyadenylation in yeast reporter cells. S. cerevisiae SKY197-pL101 polyadenylation reporter, beta-gal luminescence; efflux-impaired pdr1/pdr3 knockout yeast; score 100 = 6 SD above DMSO. 0.02% of 300,000 active. calls only at 12 µM;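 active means lowest replicate activity score at least 50, where 100 means six control SD above control mean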;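 further: yeast exposed to compound for 9 h at 30 °C; higher score means more reporter readthrough which indicates perturbed polyadenylation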
Numbers without * were called inactive; i = inactive; . = not tested or not shown. Only part of the results is shown. The share of hits here may be higher or lower than overall.

SMILES	Platelet DG rel	TRPC4 agonist	TRPC4 inh	hERG protect	Dyrk1A ADPGlo	KCNK9 inh	TRPC4 potent	KCNK3 block	KCNQ1 pot	KCNQ1 inh	PolyA inh
CCCCNC(=O)Nc1ccnn1C1CCCCC1	-23	i	i	-5	-2	i	i	i	i	i	i
c1ccc(CSc2nnc(-c3ccccn3)n2-c2ccccc2)cc1	-10	i	i	-5	-2	i	i	i	i	i	i
COc1ccc(CNCc2ccc(C)cc2)c(OC)c1	2	i	i	-10	0	i	i	i	i	i	i
Cc1ccccc1Nc1nnc(SCC(=O)Nc2ncc(C(F)(F)F)cc2Cl)s1	-3	i	i	-9	-6	i	i	i	i	i	i
CC(Oc1ccc(Cl)cc1)C(=O)Nc1nccs1 (centres undefined)	7	i	i	-7	2	i	i	i	i	i	i
COc1ccc(CNC(=O)CNC(=O)c2sc3ccccc3c2Cl)cc1OC	-4	i	i	-11	10	i	i	i	i	i	i
CC(=O)c1sc(NC(=O)C(C)(C)C)nc1C	-6	i	i	-9	2	i	i	i	i	i	i
COc1cc(CNc2nc(C)c([N+](=O)[O-])c(C)c2C#N)cc(OC)c1OC	-3	i	i	-8	-5	i	i	i	i	i	i
CSc1nccc(-c2cc(Cl)sc2Cl)n1	12	i	i	-5	-8	i	i	i	i	i	i
NC(N)=NCCCC(NC(=O)c1ccccc1)C(=O)Nc1ccc([N+](=O)[O-])cc1 (centres undefined)	-1	123*	i	-9	9	i	i	i	i	i	i
CS(=O)(=O)Nc1ccc(C2=NN(S(=O)(=O)c3ccc(F)cc3)C(c3ccco3)C2)cc1 (centres undefined)	20	i	i	-13	4	-10*	i	i	i	i	i
O=C(O)c1ccccc1C(=O)c1ccc(Cl)cc1	0	i	i	-11	-3	i	i	i	i	i	i
Cc1c(Nc2nc3ccccc3nc2NS(=O)(=O)c2cccs2)c(=O)n(-c2ccccc2)n1C	3	i	i	-17	1	i	i	i	i	i	i
O=C(OCc1ccc(Br)cc1)c1cccc(S(=O)(=O)N2CCCC2)c1	2	i	i	-21	-2	-12*	i	i	i	i	i
O=C(/C=C/Nc1ccc(Oc2ccccc2)cc1)c1ccco1	53*	i	i	-7	0	i	i	i	i	i	i
CCCN(CCC(=O)Nc1cc(OC)cc(OC)c1)CC1CC1	-1	162*	i	1	2	i	i	i	i	i	i
CCC(Sc1ccc2nnc(CCNS(=O)(=O)c3ccc(OC)cc3)n2n1)C(=O)OC (centres undefined)	-4	i	i	-14	-6	i	i	i	i	i	i
COc1ccc(-c2csc(N(CCCN(C)C)C(=O)c3ccc(F)cc3)n2)cc1	6	i	i	-5	-1	i	i	i	i	i	i
CCOC(=O)c1c(-c2cccs2)csc1NC(=O)c1ccncc1	3	i	i	-16	4	i	i	i	i	i	i
Cc1cccc(C(=O)OCc2cncs2)c1	-5	i	i	-3	-4	i	i	i	i	i	i

Next part; it opens with the two that closed the last part.
SMILES	Platelet DG rel	TRPC4 agonist	TRPC4 inh	hERG protect	Dyrk1A ADPGlo	KCNK9 inh	TRPC4 potent	KCNK3 block	KCNQ1 pot	KCNQ1 inh	PolyA inh
CCOC(=O)c1c(-c2cccs2)csc1NC(=O)c1ccncc1	3	i	i	-16	4	i	i	i	i	i	i
Cc1cccc(C(=O)OCc2cncs2)c1	-5	i	i	-3	-4	i	i	i	i	i	i
COc1ccc(CC(=O)Nc2c(C(=O)N3CCN(c4ncccn4)CC3)oc3ccccc23)cc1OC	2	i	i	-9	0	i	i	i	i	i	i
CCCN(CCO)C1CCN(CCc2ccccc2)CC1	-5	i	i	-5	.	i	i	i	i	i	i
COc1ccc(Br)cc1CNC(=O)CN1C(=O)C(c2ccccc2)Oc2cccnc21 (centres undefined)	1	i	i	-10	3	i	i	-10*	i	i	i
O=[N+]([O-])c1ccc(Nc2ccccc2O)c2nonc12	-4	i	i	-8	.	i	i	i	i	i	i
CCOC(=O)N1CCC(n2c(SCC(=O)NCCC3=CCCCC3)nc3ccccc3c2=O)CC1	1	i	i	-21	1	i	i	i	i	i	i
CCn1ncc(C2=NOC(C(=O)Nc3ccc(C)cc3)C2)c1C (centres undefined)	2	i	i	-12	1	i	i	i	i	i	i
O=C(N/N=C/c1cc2c(cc1Br)OCO2)c1cccnc1	9	i	i	-10	.	i	i	i	i	i	i
Cc1cccc(-n2c(O)c(C=NC3CCS(=O)(=O)C3)c3ccccc3c2=O)c1 (centres undefined)	-3	i	i	-10	-7	i	i	i	i	i	i
Cc1ccc(Cc2c[nH]c(=S)s2)cc1	-2	i	.	27*	0	i	i	i	38*	i	i
CSc1nc(-c2ccco2)nn1S(C)(=O)=O	3	i	i	-6	-1	i	i	i	i	i	i
Clc1cccc(C2CCN(Cc3nc(COc4ccccc4)no3)C2)c1 (centres undefined)	-6	i	i	-13	-5	i	i	i	i	i	i
Cc1ccc(C(=O)COC(=O)c2cnccn2)cc1C	4	i	i	0	.	i	i	.	i	i	i
O=C(O)c1cccc(NS(=O)(=O)c2ccc(Oc3ccc(S(=O)(=O)Nc4cccc(C(=O)O)c4)cc3)cc2)c1	-11	i	i	-4	-1	i	i	i	i	i	i
N#CCOc1coc(CN2CCN(c3ccccc3)CC2)cc1=O	-5	i	i	3	-9	i	i	i	i	i	i
NC(=O)COc1ccc(/C=N/NC(=O)C2CCCN2S(=O)(=O)c2ccc(Cl)cc2)cc1 (centres undefined)	8	i	i	-13	-7	i	i	i	i	i	i
CCCCn1c(-c2ccc([N+](=O)[O-])cc2)n[nH]c1=S	-1	i	i	0	-8	i	i	i	i	i	i
COc1cc(NC(=O)CSc2nnc(-c3cc(C)on3)o2)cc(OC)c1	-9	i	i	-11	-5	i	i	i	i	i	i
O=C(CSc1ncnc2c1cnn2-c1ccc(F)cc1)NCC1CCCO1 (centres undefined)	2	i	i	-3	1	i	i	i	i	i	i
O=C(NN1C(=O)C2C3C=CC(C4CC34)C2C1=O)c1cccc(Br)c1 (centres undefined)	4	i	i	-8	0	i	i	i	i	i	i
COc1ccccc1NC(=O)CN1CCN(CC(=O)Nc2ccc(F)cc2F)CC1	8	i	i	-2	-3	i	i	i	i	i	i
Oc1ccc2ccccc2c1CNn1cnnc1	3	i	i	-10	-2	i	i	i	i	i	i
COc1ccccc1NC(=S)NNC(=O)c1ccncc1	-1	i	i	-5	10	i	i	i	i	i	i
O=c1[nH]nc(-c2ccc(F)cc2)cc1-c1ccccc1	3	i	i	-6	-3	i	i	i	i	i	i
CCCCn1cc2c(c1-c1cccc(C)c1)c(=O)n(C)c(=O)n2C	1	i	i	-8	0	i	i	i	i	i	i
O=C(CSc1ncnc2ccccc12)c1cccs1	2	i	i	-10	-6	i	i	i	i	i	i
COc1ccccc1NC(=O)C1(c2ccccc2)CCCC1	8	i	i	-12	9	i	13*	i	i	i	i
COc1cccc(-c2cc(C(=O)NC3CCCCC3)no2)c1	10	i	i	-4	-7	i	i	i	i	i	i
CCc1noc(C)c1C(=O)Nc1nc2c(C)cc(C)cc2s1	27	i	i	-17	0	i	i	i	i	i	i
O=C(Nc1nc2c(s1)CCCC2)c1nn(Cc2ccccc2)c(=O)c2ccccc12	0	i	i	-7	-2	-14*	i	-9*	i	i	i
O=C(CNC(=O)c1ccc2c(c1)OCCO2)N/N=C/c1ccco1	5	i	i	-10	1	i	i	i	i	i	i
COc1ccc(OC)c(NC2c3ncccc3C(=O)N2Cc2ccco2)c1 (centres undefined)	-1	i	i	-10	2	i	i	i	i	i	i
C=CCn1c(N)cc(=O)nc1SCC(=O)N(c1ccccc1)c1ccccc1	2	i	i	-3	-3	i	i	i	i	i	i
CCS(=O)(=O)NCc1cn2c(C)csc2n1	2	i	i	-6	-2	i	i	i	i	i	i
CCc1ccccc1N(C(=O)c1snc(C(N)=O)c1N)C(C(=O)NCC1CCCO1)c1ccc(C)o1 (centres undefined)	-7	i	i	-11	-7	i	i	i	i	i	i
Cc1ccc(NC(=O)COC(=O)/C(=C/c2cccs2)c2cccs2)cc1S(=O)(=O)N(C)C	-3	i	i	-13	-12	i	i	i	i	i	i
CCn1c(SCC(=O)NCC(=O)Nc2ccc(F)cc2)nnc1-c1cccs1	1	i	i	0	-5	i	i	i	i	i	i
CCN(CC)CCNC(=O)NC1CCCCC1	8	i	i	-8	6	i	i	i	i	i	i
COc1ccc(OC)c(N=C2SCCCN2C(=O)c2ccc(N3C(=O)CCC3=O)cc2)c1	2	i	i	-3	.	i	i	.	i	i	i
CC(C)c1onc(C(=O)NC2CCCCC2)c1[N+](=O)[O-]	14	i	i	-9	-7	i	i	i	i	i	i
COC(=O)COC(=O)c1ccc(-n2nnnc2SC)cc1	-2	i	i	-7	4	i	i	i	i	i	i
Cc1ccc(CNC(=O)C2CCN(C(=O)c3cccc(Cl)c3)CC2)cc1	8	i	i	-10	-3	i	i	i	i	i	i
COC(=O)C1=CNC=C(C(=O)OC)C1c1cccc2ccccc12	-3	i	i	-7	-1	i	i	i	i	i	i
CCCn1c(=O)c(C(=O)NNC(=O)c2ccccc2Cl)c(O)c2ccccc21	-4	48*	i	-10	-8	i	i	i	i	i	i

Part of the list above in another layout.
> O=C(CSc1ncnc2ccccc12)c1cccs1
  Platelet DG rel = 2
  TRPC4 agonist = i
  TRPC4 inh = i
  hERG protect = -10
  Dyrk1A ADPGlo = -6
  KCNK9 inh = i
  TRPC4 potent = i
  KCNK3 block = i
  KCNQ1 pot = i
  KCNQ1 inh = i
  PolyA inh = i

> COc1ccc(OC)c(N=C2SCCCN2C(=O)c2ccc(N3C(=O)CCC3=O)cc2)c1
  Platelet DG rel = 2
  TRPC4 agonist = i
  TRPC4 inh = i
  hERG protect = -3
  Dyrk1A ADPGlo = .
  KCNK9 inh = i
  TRPC4 potent = i
  KCNK3 block = .
  KCNQ1 pot = i
  KCNQ1 inh = i
  PolyA inh = i

> Oc1ccc2ccccc2c1CNn1cnnc1
  Platelet DG rel = 3
  TRPC4 agonist = i
  TRPC4 inh = i
  hERG protect = -10
  Dyrk1A ADPGlo = -2
  KCNK9 inh = i
  TRPC4 potent = i
  KCNK3 block = i
  KCNQ1 pot = i
  KCNQ1 inh = i
  PolyA inh = i

> COC(=O)COC(=O)c1ccc(-n2nnnc2SC)cc1
  Platelet DG rel = -2
  TRPC4 agonist = i
  TRPC4 inh = i
  hERG protect = -7
  Dyrk1A ADPGlo = 4
  KCNK9 inh = i
  TRPC4 potent = i
  KCNK3 block = i
  KCNQ1 pot = i
  KCNQ1 inh = i
  PolyA inh = i
